From PubChem BioAssay
USP2a inh: inhibitors of human ubiquitin-specific protease USP2a; USP2 core, Ub-CHOP2 coupled fluorogenic reporter, 485/531; Potency, µM (titrated, usually from 38.3 µM), for inactives: at the top dose activity change, negative = inhibition, most hits filed as inhibitors; 0.01% of 330,000 active; AID 463254;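 note: potency is the fitted concentration of half-maximal effect; plate controls were DMSO wells for no effect and full inhibition by NEM control for full effect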
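Deubiquitinase activity read as fluorescence (485/531 nm) after Ub-CHOP2 cleavage activates the enterokinase reporter on its substrate; USP2 core 10nM, Ub-CHOP2 and substrate 25nM each, 30min compound preincubation then 60min RT; data normalized to NEM, curves fitted.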
MBNL1-CUG inh: inhibitors of human MBNL1 binding to CUG repeat RNA | Potency, µM (doses to about 57.5 µM), inactives show top-dose activity change, negative = inhibition, most hits filed as inhibitors | Q9NR56 | 0.036% of 280,000 active | AID 2675 | TR-FRET MBNL1-His/biotin-(CUG)12 binding, 665/545 ratio; active = well fitted inhibition curve with a large enough effect in the signal ratio, with a control signal flat, not every such curve was filed as active; inconclusive = small, poorly fitted or top-dose-only effect, or effect the other way, or a change in a side signal; inactive = no such curve, though single readings can be large or run the other way; the % refers to the signal ratio; note: potency is the fitted concentration of half-maximal effect; % is set by controls: 0 for no effect and ±100 for the full control effect
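His-tagged MBNL1 binding to biotinylated (CUG)12 RNA was measured by TR-FRET using terbium anti-His antibody (0.055 ng/ul final) and streptavidin-XL665 (5 nM final). Compounds were titrated 92 nM to 58 uM; 60 min at room temperature.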
Eya2 inh: Eya2 (human) phosphatase inhibition. recombinant Eya2, OMFP fluorescence dephosphorylation (OMFP is methylfluorescein phosphate). Potency, µM (top dose mostly 76.9 µM), without a hit: at the highest dose activity, negative = inhibition, actives largely listed as inhibitors. AID 488837. 0.006% of 330,000 active; note: potency is the fitted concentration of half-maximal effect; % is set by controls: 0 for no effect and ±100 for the full control effect
Target sequence (O00167 whole entry, looked up): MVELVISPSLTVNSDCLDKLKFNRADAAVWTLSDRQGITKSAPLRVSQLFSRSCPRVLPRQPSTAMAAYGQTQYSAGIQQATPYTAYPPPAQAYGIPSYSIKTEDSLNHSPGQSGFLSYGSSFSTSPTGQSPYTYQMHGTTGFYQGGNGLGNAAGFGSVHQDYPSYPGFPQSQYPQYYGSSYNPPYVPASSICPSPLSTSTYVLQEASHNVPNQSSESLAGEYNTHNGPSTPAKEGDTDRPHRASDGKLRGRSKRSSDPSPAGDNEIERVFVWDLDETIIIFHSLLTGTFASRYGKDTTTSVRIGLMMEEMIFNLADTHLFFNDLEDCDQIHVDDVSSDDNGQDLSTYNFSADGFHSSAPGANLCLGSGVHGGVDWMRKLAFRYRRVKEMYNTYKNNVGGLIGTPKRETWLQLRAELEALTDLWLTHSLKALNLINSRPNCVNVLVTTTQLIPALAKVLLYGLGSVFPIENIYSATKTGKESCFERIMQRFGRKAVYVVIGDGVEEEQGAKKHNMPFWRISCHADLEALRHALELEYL
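Eya2 (0.2 uM) preincubated 10 min at ambient with compound, then OMFP substrate added at 50 uM; 10 min reaction in 50 mM HEPES pH 7.5, 50 mM NaCl, 5 uM MgCl2, 0.05% BSA, 1 mM DTT. Fluorescence read at Ex 485/Em 525 nm.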
Menin-MLL TR inh: menin-MLL binding inhibition, Texas Red mutant peptide | Menin + Texas Red MLL mutant peptide, fluorescence polarization | 0.23% of 270,000 active | Potency, µM (top dose mostly 61.6 µM), without a hit: top-dose FP activity change, negative = inhibition, hits mostly inhibitors | O00255; active = well fitted inhibition curve with a large enough effect in the polarisation, with a control signal flat, not every such curve was filed as active; inconclusive = small, poorly fitted or top-dose-only effect, or effect the other way, or a change in a side signal; inactive = no such curve, though single readings can be large or run the other way; the % refers to the polarisation; note: potency is the fitted concentration of half-maximal effect; % of control where 0% means no effect; many of its hits are not listed in these tables
TSHR antagonist: human thyrotropin receptor antagonism. P16473. TSHR-expressing cells, TSH-stimulated cAMP HTRF, 2 h; hits give low values. activity change, negative = inhibition, % at 11.5 µM. 0.2% of 330,000 active. AID 504810;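 active = activity change below a set negative limit, meaning inhibition stronger than a set level, cut at about -70% in these data; inconclusive = activity change between two set negative limits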; note: % is set by controls: 0 for no effect and ±100 for the full control effect
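Read-out is FRET at 665 nm (cryptate excitation 337 nm) from a cryptate-tagged anti-cAMP antibody, competed by cell cAMP against cAMP-d2. Compounds are tested on freshly harvested TSHR cells challenged with 4nM TSH (EC80) for 2 hours at 37 deg C.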
Mito fusion yeast: blocks mitochondrial division or promotes mitochondrial fusion | S. cerevisiae fusion-defective mutant growth rescue, CellTiterGlo 48 h | Potency, µM (top dose mostly 46.1 µM), for inactives: at the highest dose growth rescue (activation), actives largely listed as activators | 0.23% of 320,000 active | AID 485298;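 note: potency is the fitted concentration of half-maximal effect; % of control where 0% means no effect; nearly all actives have a fitted effect of over 45% in size; temperature-sensitive fusion mutants such as fzo1-1 at 37 °C on non-fermentable ethanol glycerol medium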
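Temperature-sensitive fusion-defective S. cerevisiae (e.g. fzo1-1, mgm1-5) were grown with compound in YPEG medium (3% ethanol, 3% glycerol) for 48 hours at 37C. Growth rescue was measured as viability by CellTiterGlo luminescence after 10 minutes at ambient.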
PKM2 act: PKM2 (human) enzyme activation; P14618; purified PKM2, Kinase-Glo ATP luminescence, activation; response scale: 0% is enzyme alone, no compound; 0.34% of 260,000 active; Potency, µM (top dose mostly 57.5 µM), inactives show at the top dose activation, actives largely listed as activators; note: potency is the fitted concentration of half-maximal effect; % is set by controls: 0 for no effect and ±100 for the full control effect; nearly all actives have a fitted effect of over 55% in size
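hPK-M2, >95% pure; 0.1 mM ADP / 0.5 mM PEP final; imidazole pH7.2 buffer w/ 7 mM MgCl2, 50 mM KCl; 1 h RT; Kinase-Glo lum. Intermediate enzyme activity for dual inhibitor/activator qHTS.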
hERG WT inh: inhibitors of human wildtype KCNH2 potassium channel | activity change, % at 1.84 µM | U2OS, BacMam KCNH2, thallium flux FluxOr; hits give low values | Q12809 | AID 720551 | 0.37% of 340,000 active;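 active = maximum activity change below -70%; inconclusive = maximum activity change between -70% and -50%; inactive = maximum activity change above -50%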; note: % is set by controls: 0 for no effect and ±100 for the full control effect
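U2OS cells transduced with wild-type KCNH2 virus are loaded with FluxOr dye for 45 min, and thallium flux is measured in kinetic reads before and after stimulation buffer. Rate constants are normalized to DMSO controls.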
Chronic BCR inh: blocks chronic active B-cell receptor signaling | ABC-DLBCL IkBa-CBG/CBR reporter, luminescence ratio, 4 h | Potency, µM (titrated, usually from 46.1 µM), without a hit: at the top dose ratio change, negative = lower green/red ratio, most hits filed as inhibitors | 0.05% of 340,000 active; active = well fitted inhibition curve with a large enough effect in the signal ratio, with a control signal flat, not every such curve was filed as active; inconclusive = small, poorly fitted or top-dose-only effect, or effect the other way, or a change in a side signal; the % refers to the signal ratio;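 note: potency is the fitted concentration of half-maximal effect; plate controls were basal doxycycline-induced cells for no effect and cells given 10 µM MG132 for full effect; MG132 reads +100%, hits lower the ratio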
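Compounds up to 46 uM were incubated four hours with TMD8 cells whose green CBG68 luciferase is fused to IkappaBalpha; red CBR luminescence normalised the signal, and concentration-effect curves were fitted to fusion, red and ratio data.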
S-ASM inh: human S-ASM enzyme inhibition. AID 504937. 0.006% of 340,000 active. placental ASM, HMU-PC fluorogenic substrate, 60 min. Potency, µM (highest dose often 57.5 µM), inactives show top-dose activity change, negative = inhibition, actives largely listed as inhibitors; note: potency is the fitted concentration of half-maximal effect
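Steps: dispense placental human ASM, pin compound, wait 10 min at room temperature, add HMU-PC0 substrate at 9 uM final, incubate 60 min at 37 °C, add stop solution raising pH to 10, read fluorescence.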
GALK inh: blocks human galactokinase activity; 0.007% of 270,000 active; Potency, µM (highest dose often 57.5 µM), for the others: at the top dose activity change, negative = inhibition, actives largely listed as inhibitors; P51570; Purified GALK, Kinase-Glo residual ATP luminescence; note: potency is the fitted concentration of half-maximal effect; % is set by controls: 0 for no effect and ±100 for the full control effect
Target sequence (P51570 whole entry, looked up): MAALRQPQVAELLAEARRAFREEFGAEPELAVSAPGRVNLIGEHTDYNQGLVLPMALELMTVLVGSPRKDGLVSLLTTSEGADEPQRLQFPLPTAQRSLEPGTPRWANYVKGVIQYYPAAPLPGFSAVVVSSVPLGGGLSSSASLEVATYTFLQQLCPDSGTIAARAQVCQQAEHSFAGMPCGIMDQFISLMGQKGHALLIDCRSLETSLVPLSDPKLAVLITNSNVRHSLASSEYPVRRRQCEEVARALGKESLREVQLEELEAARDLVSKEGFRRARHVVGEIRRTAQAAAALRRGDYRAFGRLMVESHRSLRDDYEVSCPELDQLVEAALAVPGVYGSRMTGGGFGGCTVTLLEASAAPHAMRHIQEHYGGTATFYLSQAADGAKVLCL
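Kinase-Glo Plus luminescence measured ATP left after a 1 h room-temperature reaction. The reaction used 5 nM GALK, 100 uM galactose and 35 uM ATP at pH 8.0 (20 mM HEPES, 5 mM MgCl2, 60 mM NaCl, 1 mM DTT, 0.01% BSA).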
* hit, by the source's call; ? = inconclusive; . = not tested or not shown; [ ] = remark or other dose. Unless noted, calls come from the whole dose curve; as a rule, active = well fitted curve in the direction sought with a large enough effect; inconclusive = small, poorly fitted or top-dose-only effect, or another doubt; inactive = no such curve, though single readings can be large; an effect the other way counts as inactive or inconclusive. Not all compounds are listed; count on the stated rates, not on these rows.

SMILES	USP2a inh	MBNL1-CUG inh	Eya2 inh	Menin-MLL TR inh	TSHR antagonist	Mito fusion yeast	PKM2 act	hERG WT inh	Chronic BCR inh	S-ASM inh	GALK inh
O=C(NC1CCCCC1)c1ccc(S(=O)(=O)N2CCOCC2)cc1	1%	7%	1%	9%	19	-1%	-3%	19	-1%	0%	10%
Cc1cccc(NC(=O)c2ccc3ccccc3n2)c1C	0%	5%	15%	?	-9	3%	-2%	-14	0%	-4%	2%
O=C(NCc1ccccn1)c1c(O)c2c([nH]c1=O)CCCC2	-1%	-8%	-1%	0%	16	2%	3.2µM*	-8	7%	5%	6%
CC(=O)C1=C(C)NC(SCc2cccc3ccccc23)=C(C#N)C1c1ccco1 (configuration not stated)	0%	-3%	-8%	-2%	-12	?	-5%	19	12%	-1%	-2%
O=C(COc1cc(Cl)c(Cl)cc1Cl)NC(=O)NC1CCCC1	-7%	-7%	-28%	1%	9	-2%	-4%	8	-4%	-9%	1%
O=C(Nc1ccc(NC(=O)C2CC2)nc1)c1ccco1	3%	6%	9%	-1%	3	7%	-7%	-6	0%	-2%	3%
Cc1cc(C)n(C(=O)CNC(=O)c2cccs2)n1	2%	-2%	-3%	7%	-9	-3%	-5%	5	-1%	1%	4%
Cc1c(Cl)cccc1NC(=O)CC(C(=O)O)C1CCCO1 (configuration not stated)	2%	-17%	-4%	0%	-5	2%	-3%	-2	2%	0%	7%
O=C(Nc1nnc(S(=O)(=O)N2CCCCCC2)s1)c1ccccc1F	0%	6%	-10%	?	-29	2%	0%	8	?	-1%	.
COC(=O)c1sc(S(=O)(=O)N2CC(C)OC(C)C2)c(C(=O)OC)c1C (configuration not stated)	-3%	.	?	.	-2	8%	.	2	3%	2%	.
CCOC(=O)c1c(NC(=O)CSc2nnc(-c3ccc(C)cc3)o2)sc(C(C)=O)c1C	-4%	90%[activator]	-6%	0%	15	0%	-3%	-2	8%	-8%	0%
O=Nc1c(O)[nH]c2ccc(F)cc12	5%	?	-8%	-1%	-5	11%	19%	-3	-8%	-3%	-1%
Cc1ccc(SCC(=O)OCC(=O)NCCC2=CCCCC2)cc1	1%	.	-6%	.	8	-1%	.	2	?	2%	.
COc1ccc(/C=N/N(C)c2cc(=O)n(C)c(=O)[nH]2)cc1OC	-2%	?	-7%	1%	-2	5%	0%	15	1%	0%	9%
CCC1CN(C(=O)N2CCC(C(=O)NCc3ccco3)CC2)c2ccccc2O1 (configuration not stated)	-1%	6%	-4%	.	-4	0%	.	0	9%	1%	-1%
COc1cccc(CNn2c(-c3cccc(C)c3)nc3ccccc3c2=O)c1	3%	-3%	-29%	-1%	-11	?	-10%	1	?	-8%	-2%
COc1ccc(N2CCN(S(=O)(=O)CCNC(=O)COc3cccc(OC)c3)CC2)cc1	1%	10%	-8%	21%	0	-2%	.	6	-14%	-10%	0%
CS(=O)(=O)N(CC(=O)N1CCOCC1)c1cccc([N+](=O)[O-])c1	0%	21%	?	8%	2	-11%	-2%	-5	-3%	3%	-2%
Cc1cccc(-c2n[nH]c(=S)n2/N=C/c2ccc(C)o2)c1	-4%	1%	4%	-1%	0	2%	-15%	3	6%	-2%	3%
COc1cc(C(=O)NCCSc2ccccc2)cc(OC)c1OC	2%	-5%	1%	10%	3	3%	0%[11.5 µM]	9	-5%	8%	8%
CCOC(=O)c1cc(-c2ccccc2)n(Cc2cc(CC)no2)n1	1%	.	-11%	.	-6	-3%	.	-8	?	4%	.
N#CC1=C(N)OC2=C(C(=O)CCC2)C12CCN(C(=O)OCc1ccccc1)CC2	-1%	12%	-2%	2%	-16	5%	2%	6	3%	7%	0%
CC(=O)N1CCN(C2=Nc3cccc4cccc2c34)CC1	1%	?	1%[15.4 µM]	-9%	-7	1%	4%	2	0%	-12%	0%
C=CCN1CCN(C(=O)c2ccc(-c3ccccc3)cc2)CC1	-1%	-1%	-6%	-17%	-5	-2%	1%	14	-1%	8%	6%
CC1(C(=O)NC2CCCC2)CCC(=O)N1Cc1ccccc1Cl (configuration not stated)	0%	-6%	-14%	5%	18	-3%	-2%	-1	-2%	4%	1%

Next part
SMILES	USP2a inh	MBNL1-CUG inh	Eya2 inh	Menin-MLL TR inh	TSHR antagonist	Mito fusion yeast	PKM2 act	hERG WT inh	Chronic BCR inh	S-ASM inh	GALK inh
CC(C)Cn1c(=O)[nH]c2ccccc21	-9%	-5%	-5%	.	-6	2%	0%	25	-6%	2%	-1%
CCCc1cc(C(N)=O)c(NC(=O)C2CCCO2)s1 (configuration not stated)	0%	-1%	7%	-13%	-4	4%	-9%	5	6%	1%	3%
O=C(O)c1cccc(N=C2NC(=O)C(CO)(CO)S2)c1	2%	2%	-5%	-2%	-10	1%	-3%	-5	0%	1%	-2%
CS(=O)(=O)c1ccc(Cl)c(NC(=O)c2ccc3ccccc3c2)c1	5%	7%	1%	-8%	-17	-1%	7%	-5	1%	-4%	0%
Cc1ccc(C(=O)N/N=C\c2cc3c(cc2Br)OCO3)cn1	-1%	-1%	1%	-4%	-3	-9%	-3%	2	3%	-1%[11.5 µM]	7%
O=C(O)CCCCCN1C(=O)C(O)=C(C(=O)/C=C/c2ccccc2)C1c1cccc([N+](=O)[O-])c1 (configuration not stated)	0%	?	2%	2%	-5	2%	0%	-15	2%	4%	9%
CCOCCCN(C(=O)CCC(=O)Nc1cc(C)on1)C(C(=O)NC(C)(C)C)c1ccccc1Cl (configuration not stated)	2%	2%	-1%	-18%	9	-2%	-3%	9	9%	2%	-2%
CC(C)(C)C(=O)N1CCN(c2ccc(Cl)cc2[N+](=O)[O-])CC1	5%	.	-5%	-9%	-7	5%	-5%	-7	2%	-5%	0%
CCn1c(C)c(C(C)=O)c(N2CCC(C(N)=O)CC2)nc1=S	.	4%	.	1%	.	-4%	0%	-19	.	3%	3%
Cc1occc1C(=O)N/N=C/C=C/c1ccccc1	0%	?	-14%	-5%	-9	14%	-14%	.	?	-1%	8%
CCOc1cccc(CN2CCCC(C(=O)c3cccc(C(F)(F)F)c3)C2)c1O (configuration not stated)	-3%	4%	-10%	-25%	4	-2%	2%	-50	7%	0%	10%
O=C(c1cnn2c(C(F)F)cc(-c3ccccc3)nc12)N1CCN(Cc2ccc3c(c2)OCO3)CC1	2%	21%	-1%	?	2	3%	3%	-10	-1%	20%	-5%
COc1ccc(NC(=O)CSCC(=O)NCc2cccc(C(F)(F)F)c2)cc1	2%	.	-26%	.	-7	10%	.	-1	3%	-3%	.
c1cncc(-c2cnc3ccccc3c2)c1	1%	.	6%	.	-32	-7%	.	2	-3%	-1%	.
CCN1CCN(C(c2cccnc2)c2cc(Cl)c3cccnc3c2O)CC1 (configuration not stated)	2%	20%	11%	-13%	-12	3%	0%	16	?	4%	-1%
CCn1c(SCC(=O)Nc2ccccc2C(=O)OC)nnc1-c1ccc(N)cc1	4%	-4%	5%	.	8	1%	3%	25	?	1%	-2%

Shown bar-delimited: 2 of the compounds above
SMILES | USP2a inh | MBNL1-CUG inh | Eya2 inh | Menin-MLL TR inh | TSHR antagonist | Mito fusion yeast | PKM2 act | hERG WT inh | Chronic BCR inh | S-ASM inh | GALK inh
O=C(COc1cc(Cl)c(Cl)cc1Cl)NC(=O)NC1CCCC1 | -7% | -7% | -28% | 1% | 9 | -2% | -4% | 8 | -4% | -9% | 1%
O=C(Nc1ccc(NC(=O)C2CC2)nc1)c1ccco1 | 3% | 6% | 9% | -1% | 3 | 7% | -7% | -6 | 0% | -2% | 3%
